Screening data from PubChem.
M. tuberculosis = growth inhibition of non-replicating M. tuberculosis (AID 488890). inhibition, % at 25 µM, or IC50 in µM where a hit was titrated. 320,000 compounds, 0.39% hits. Mycobacterium tuberculosis non-replicating, growth inhibition; higher % means a stronger effect; in the data active = a potency from the dose series; inconclusive = inhibition mostly from about 82% at the one dose, without a potency; inactive = the rest, 99 in 100 with inhibition below about 76%;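 also: plate controls were DMSO cells for no effect and high antibiotic wells for full effect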
inhibitors of VEEV = inhibitors of VEEV TC-83 cytopathic effect, confirmation, Vero cells (AID 588727); Vero cells, VEEV TC-83 cytopathic effect inhibition; higher % means a stronger effect; inhibition, % at 20 µM; hits with a dose series show IC50 in µM; 350,000 compounds, 0.13% hits; in the data active = a potency from the dose series; inconclusive = inhibition mostly from about 14% at the one dose, without a potency; inactive = the rest, 99 in 100 with inhibition below about 12%; also: strong numbers were not always called active
PhoP GFP inhibition = PhoP regulon inhibitors, Salmonella typhi PhoP promoter GFP reporter, confirmatory (AID 1850). 310,000 compounds, 0.33% hits. Salmonella Typhi PhoP-promoter GFP reporter, fluorescence, 4 h; higher % means a stronger effect. inhibition, % at 50 µM, or IC50 in µM where a hit was titrated; in the data active = a potency from the dose series; inconclusive = inhibition mostly from about 25% at the one dose, without a potency; inactive = the rest, 99 in 100 with inhibition below about 19%;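 also: 0% = induced wells with vehicle and 100% = uninduced wells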
H37Rv inhibition = M. tuberculosis growth inhibition, HTS (AID 449762) | inhibition, % at 25 µM, or IC50 in µM where a hit was titrated | M. tuberculosis H37Rv growth inhibition, 7H9 media; higher % means a stronger effect | 330,000 compounds, 0.59% hits; in the data active = a potency from the dose series; inconclusive = inhibition above about 70% without an active follow-up result;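 also: bacterial growth assessed after seven days of incubation; strong numbers were not always called active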
H1N1 NS1A inhibition = H1N1 influenza NS1A inhibitors, functional cell based assay (AID 504329) | NS1A functional cell-based assay, percent inhibition; higher % means a stronger effect | inhibition, % at 12.5 µM; hits with a dose series show IC50 in µM | 340,000 compounds, 0.3% hits; in the data active = a potency from the dose series; inconclusive = inhibition above about 27% without an active follow-up result; also: strong numbers were not always called active
inhibitors of VEEV 10K pilot screen = further read-out of inhibitors of VEEV, marked with its call; inhibition, %; measured here: 10K pilot screen inhibition
An asterisk follows results filed as active; i = inactive; u = inconclusive; x = not tested or not shown.

SMILES	M. tuberculosis	inhibitors of VEEV	PhoP GFP inhibition	H37Rv inhibition	H1N1 NS1A inhibition	others
CC1(C)CC(=O)C2=C(C1)OC1=C(C(=O)CC(C)(C)C1)C2c1ccc(O)cc1O	u	i	14%	-1%	7%
O=C(NCCNc1ccc([N+](=O)[O-])cc1)c1cccc2c(Br)cccc12	-4%	0.3%	-4%	11%	0%
CCOC(Cn1c(SCc2cc(C(C)=O)ccc2OC)nc2ccccc2c1=O)OCC	-1%	i	0%	7%	-2%
NC(=O)CCn1c(C(=O)c2cccc([N+](=O)[O-])c2)c2ccccc2[n+]1[O-]	1%	0.5%	-51%	-3%	8%
O=C(Cn1cc(SCc2ccc(Cl)cc2)c2ccccc21)N1CCOCC1	6%	i	-2%	2%	43%	inhibitors of VEEV 10K pilot screen=3.9
O=C1CCCC(O)=C1C=Nc1cccc(C(F)(F)F)c1	-1%	i	-12%	-6%	10%
COc1ccccc1C(=O)O/N=C(/c1ccncc1)c1ccc([N+](=O)[O-])cc1	63%	0.9%	-4%	2%	-6%
O=C1/C(=C/c2ccc(O)cc2)SC(=S)N1CC1CCCO1 (stereo not drawn)	-13%	3.2%	-2%	-10%	7%
O=C(Nc1ccc2nc(-c3ccco3)c(-c3ccco3)nc2c1)NC1CC1	x	7.7%	x	x	6%
COc1ccc(CC(=O)NC(c2ccccc2)c2ccc(C)cc2)c(OC)c1 (stereo not drawn)	7%	1.7%	0%	1%	-4%
O=C(NCc1cccnc1)C(=O)NCC1OCCCN1S(=O)(=O)c1ccc(F)cc1 (stereo not drawn)	2%	2.4%	-3%	-6%	14%
CC(=O)Nc1ccc(NC(=O)Nc2ccc3c(c2)N(C)C(=O)CS3)cc1	-3%	0.3%	-6%	4%	1%
O=C(Nn1cnnc1)c1cc([N+](=O)[O-])cc([N+](=O)[O-])c1	-11%	0.1%	-2%	-6%	-4%
Cn1c(NCCO)nc2c1c(=O)n(Cc1cccc(Cl)c1)c(=O)n2C	-3%	2.0%	0%	1%	-1%
CCCNC(=O)c1ccc2snnc2c1	1%	0.7%	1%	-2%	9%
CCOC(=O)c1c(SC)n(-c2ccccc2)c(=S)n(-c2ccccc2)c1=O	-4%	0.9%	-18%	12%	-4%
O=C(CSc1ccccc1F)Nc1ccc2c(c1)OCO2	u	i	x	2%	-5%
O=C(NS(=O)(=O)c1ccccc1)c1ccccc1O	5%	1.2%	-10%	6%	2%
COc1cccc(NC(=O)c2cc([N+](=O)[O-])ccc2NCc2cccnc2)c1	-10%	4.7%	1%	6%	-12%
COc1ccccc1C(=O)NNC(=O)c1ccccc1F	-6%	10%	-7%	6%	-1%
O=C(CSc1ccccc1Cl)N1CCOCC1	36%	1.2%	-16%	0%	-3%
COc1cc(C(=O)Nc2ccc3c(c2)OCCO3)ccc1OC(C)C	-16%	3.0%	31%	1%	0%
NCCCCCc1nnc(SCC(=O)c2ccc(Cl)cc2)o1	30%	1.9%	3%	-5%	-2%
COc1cc(/C=C/C(=O)NCc2cccnc2)cc(OC)c1OC	2%	i	-1%	-7%	4%
CSc1ncccc1C(=O)OCC(=O)N(CC(C)C)C1CCS(=O)(=O)C1 (stereo not drawn)	-19%	2.4%	0%	-13%	1%
CCOC(=O)N1CCC(NC(=O)c2cc(S(=O)(=O)N(CC)CC)ccc2F)CC1	4%	i	2%	-2%	-5%
CCc1ccc(OCc2n[nH]c(=S)n2C(C)CCCC(C)C)cc1 (stereo not drawn)	-1%	1.5%	-9%	-3%	-14%
CSc1cccc(NC(=S)N2CCC(N(C)C3CCCCC3C)CC2)c1 (stereo not drawn)	27%	0.9%	-1%	10%	12%
Cc1n[nH]c(=O)c2ccccc12	-5%	0.5%	8%	5%	-5%
CC(C)C(NC(=O)C1CCCCC1)C(=O)Nc1ccncc1 (stereo not drawn)	10%	1.0%	-6%	-11%	-3%
CC(NC(=O)CSc1nc2ccccc2c(=O)n1CCCO)c1ccccc1 (stereo not drawn)	15%	11%	-11%	-10%	-4%
CN(Cc1ccc(F)cc1)C(=O)c1ccc(NS(=O)(=O)c2ccccc2)cc1	9%	7.3%	2%	-4%	-7%
CCC(=O)OC1(C)C(=O)C=C2C=C(c3ccc(C#N)cc3)OC=C2C1=O (stereo not drawn)	17%	1.2%	13%	-3%	6%	inhibitors of VEEV 10K pilot screen=1.4
c1ccc(-c2noc(-c3ccc4c(c3)OCO4)n2)nc1	-1%	i	8%	1%	0%
NNc1nnc(-c2ccccc2)c(-c2ccccc2)n1	1%	1.5%	12%	7%	14%
CCOC(=O)NN=C1CN(S(=O)(=O)c2ccc(C)cc2)C1	9%	2.4%	3%	12%	-7%
Cc1ccc(-n2cc(CN(C)Cc3ncc[nH]3)c(-c3cccc(C)c3)n2)cc1	69%	3.2%	-4%	u	13%	inhibitors of VEEV 10K pilot screen=0.0
COc1ccc(NC(=O)CSc2ccc(C)cc2)cc1	u	0.2%	4%	u	10%
CC(=O)c1c(N2CCN(CCO)CC2)nc(=S)n(-c2ccccc2)c1C	-25%	0.1%	6%	1%	8%
CCC(=O)Nc1nnc(SCCN2CCOCC2)s1	-3%	i	-4%	15%	-14%
COc1cc(C)c(-c2[nH]ncc2-c2csc(C)n2)c(O)c1	38%	0.3%	-6%	6%	-13%
CC1CCCCC1NC(=O)C1CC=CCC1C(=O)O (stereo not drawn)	-18%	1.0%	2%	0%	6%
COc1ccc(/C=N/NC(=O)c2cccc(COCC(F)(F)C(F)F)c2)cc1	34%	2.3%	6%	-4%	-2%
COc1ccc(CCn2cnc(=O)c(C#N)c2C)cc1OC	-12%	i	5%	7%	7%
Cc1ccc(C)c(N2CCN(C(=O)CCc3nc(-c4cccc(Br)c4)no3)CC2)c1	x	i	x	x	-18%
CCOC(=S)SCC(=O)N1CCc2ccccc2C1C1C(=O)CC(C)(C)CC1=O (stereo not drawn)	0%	i	0%	3%	2%
Cc1cc(NC(=O)CCCC(=O)N(CC(=O)NCCc2ccccc2)Cc2ccc(F)cc2)no1	16%	1.0%	10%	-4%	6%
Cn1c(O)c(/C=C2\C=Nc3ccccc32)sc1=Nc1ccc(C(=O)O)cc1	-2%	0.8%	7%	-6%	0%
CNC(=O)C(=O)N/N=C/c1cccnc1	-20%	1.4%	3%	-10%	-2%
O=C(Nc1ccc(S(=O)(=O)N2CCOCC2)cc1)c1ccc(Br)o1	0%	0.8%	-4%	-13%	-2%	inhibitors of VEEV 10K pilot screen=0.5
COc1ccc(OC)c(-n2c(O)c(C=NCc3ccc4c(c3)OCO4)c(=O)[nH]c2=O)c1	-2%	1.1%	4%	4%	0%
COc1ccc(Cc2n[nH]c(=S)n2N)cc1OC	49%	1.0%	0%	-2%	4%
O=C(NCCc1ccccc1)c1cnc2ccccn2c1=O	-8%	0.2%	4%	1%	5%
COc1ccc(OC)c(NC(=O)c2ccc(CN3CCc4ccccc4C3)cc2)c1	13%	0.1%	-10%	53%	5%
CN(CC(=O)Nc1ccc(N2CCOCC2)cc1)C(=O)CSc1ccccc1F	-2%	0.1%	x	-5%	-2%
COc1cccc(-c2ccc(NC(=O)C3CCCN(Cc4nccn4C)C3)cc2)c1 (stereo not drawn)	x	7.4%	-7%	39%	2%
COc1ccc(OC)c(-n2c(O)c(C=Nc3c(C)n(C)n(-c4ccccc4)c3=O)c(=O)[nH]c2=S)c1	-2%	1.1%	-5%	5%	x
COc1ccc(C)cc1N(CC(=O)N1CCc2ccccc2C1)S(C)(=O)=O	12%	2.1%	7%	-7%	1%
CCOc1ccc(C(=O)OCC(=O)NCc2ccccc2)cc1OCC	-7%	2.5%	x	-5%	0%
CSc1nc2ncc(C(=O)O)c(N)n2n1	-17%	0.4%	-3%	3%	-10%

A draw from above in order of molecular weight, ascending.
SMILES	M. tuberculosis	inhibitors of VEEV	PhoP GFP inhibition	H37Rv inhibition	H1N1 NS1A inhibition	others
COc1ccc(Cc2n[nH]c(=S)n2N)cc1OC	49%	1.0%	0%	-2%	4%
O=C(NCCc1ccccc1)c1cnc2ccccn2c1=O	-8%	0.2%	4%	1%	5%
COc1ccc(CCn2cnc(=O)c(C#N)c2C)cc1OC	-12%	i	5%	7%	7%
CCC(=O)Nc1nnc(SCCN2CCOCC2)s1	-3%	i	-4%	15%	-14%
O=C(CSc1ccccc1F)Nc1ccc2c(c1)OCO2	u	i	x	2%	-5%
NCCCCCc1nnc(SCC(=O)c2ccc(Cl)cc2)o1	30%	1.9%	3%	-5%	-2%
COc1cc(C(=O)Nc2ccc3c(c2)OCCO3)ccc1OC(C)C	-16%	3.0%	31%	1%	0%
CCOc1ccc(C(=O)OCC(=O)NCc2ccccc2)cc1OCC	-7%	2.5%	x	-5%	0%
CC(=O)c1c(N2CCN(CCO)CC2)nc(=S)n(-c2ccccc2)c1C	-25%	0.1%	6%	1%	8%
Cn1c(O)c(/C=C2\C=Nc3ccccc32)sc1=Nc1ccc(C(=O)O)cc1	-2%	0.8%	7%	-6%	0%
COc1ccc(C)cc1N(CC(=O)N1CCc2ccccc2C1)S(C)(=O)=O	12%	2.1%	7%	-7%	1%
CC(NC(=O)CSc1nc2ccccc2c(=O)n1CCCO)c1ccccc1 (stereo not drawn)	15%	11%	-11%	-10%	-4%
COc1ccc(OC)c(NC(=O)c2ccc(CN3CCc4ccccc4C3)cc2)c1	13%	0.1%	-10%	53%	5%
CCOC(=S)SCC(=O)N1CCc2ccccc2C1C1C(=O)CC(C)(C)CC1=O (stereo not drawn)	0%	i	0%	3%	2%
O=C(NCc1cccnc1)C(=O)NCC1OCCCN1S(=O)(=O)c1ccc(F)cc1 (stereo not drawn)	2%	2.4%	-3%	-6%	14%
Cc1ccc(C)c(N2CCN(C(=O)CCc3nc(-c4cccc(Br)c4)no3)CC2)c1	x	i	x	x	-18%

More entries
SMILES	M. tuberculosis	inhibitors of VEEV	PhoP GFP inhibition	H37Rv inhibition	H1N1 NS1A inhibition	others
CC(C)(C)OC(=O)N1Cc2ccccc2C[C@H]1C(=O)N1CCC[C@H]1C(=O)O	-2%	0.1%	14%	1%	-2%
COc1cccc(C(=O)N2CCN(S(=O)(=O)Cc3ccccc3)CC2)c1OC	3%	i	-5%	-6%	-4%
CC(C(=O)c1c[nH]c(C(=O)N=CN(C)C)c1)c1ncc(C(F)(F)F)cc1Cl (stereo not drawn)	-12%	0.7%	16%	-5%	0%
CCCn1c(SCC(=O)Nc2ccc3c(c2)OCO3)nc2c1c(=O)n(C)c(=O)n2C	-1%	0.3%	-7%	-11%	-1%
CC1CCCC(C)N1C(=O)COC(=O)c1cc(Br)ccc1Cl (stereo not drawn)	u	1.9%	7%	58%	-7%
COc1ccc(CC(=O)Nc2cccc(S(=O)(=O)N3CCCCC3)c2)cc1	-5%	1.7%	x	-8%	-6%
COc1ccc(/C=C2\SC(=O)N(CCC(=O)N3CCCCC3)C2=O)cc1OC	-11%	1.1%	-26%	8%	-12%
CCCNC(=O)NS(=O)(=O)c1ccc(Cl)cc1	-12%	0.3%	-10%	4%	10%
CCn1cc(C(=O)NCc2ccc3c(c2)OCO3)c(=O)c2cc(F)c(N3CCN(C(=O)c4ccco4)CC3)cc21	63%	7.4%	139µM*	u	9%
N/C(=N\OC(=O)COc1ccc(Br)cc1Cl)c1cccnc1	57%	2.2%	12%	4%	0%
COc1cccc(NC(=O)CN2C(=O)COc3ccc(S(=O)(=O)N4CCCCCC4)cc32)c1	35%	2.8%	0%	7%	0%
CCOC(=O)c1c(C)[nH]c(C2=NNC(=Nc3ccccc3)SC2)c1C	x	10%	x	x	8%
N#CCCN(C(=O)Nc1ccccc1)C1CCCCC1	x	1.1%	x	x	-1%
Cc1cccc(OCCOCCN2CCNCC2)c1C	-8%	1.0%	-3%	-1%	2%
CCn1cc(C(=O)NCCc2ccc(Cl)cc2)c(=O)c2ccc(C)nc21	x	0.1%	x	x	-38%
OC1(c2cccs2)CN(c2ccccc2)C2=[N+]1CCCC2 (stereo not drawn)	-8%	0.1%	-6%	-4%	6%
C=CCSC1=C(C#N)C(c2cccc(OC)c2)CC(=O)N1 (stereo not drawn)	5%	0.7%	-9%	2%	-1%
Cc1cccc(C(=O)Nc2nnc(-c3ccc(C(C)(C)C)cc3)s2)c1	-19%	1.0%	3%	0%	7%
CCOC(=O)Cc1c(C)nc2cc(C)nn2c1C	x	0.7%	-10%	-6%	-2%
Cc1cc(S(=O)(=O)NCc2cccnc2)ccc1-n1cnnn1	-12%	i	-4%	-4%	-2%
